Rpn11 inh = Rpn11 (PSMD14) deubiquitinase inhibitors, primary screen, biochemical, fluorescence polarization, uHTS; 26S proteasome non-ATPase regulatory subunit 14 (Homo sapiens), O00487; human 26S proteasome, Ub4-pepOG fluorescence polarization; 20S core pre-blocked with epoxomicin; calls only at 20 µM; 0.59% of 360,000 active;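 active = inhibition at 20 µM, scaled to each plate's controls, above about 33%, limit read from the data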
DNMT1 block = human DNMT1 methyltransferase inhibitors, primary screen, biochemical, molecular beacon, fluorescence, HinP1I cleavage, uHTS; DNA (cytosine-5)-methyltransferase 1 (Homo sapiens), P26358; inhibition (reported as % activation of signal), % at 10 µM; 0.83% of 360,000 active; in the data active = inhibition above about 50%
Scp-1 inhibitor = Scp-1 phosphatase inhibitors, primary screen, biochemical, colorimetric, uHTS; Carboxy-terminal domain RNA polymerase II polypeptide A small phosphatase 1 (Homo …; Recombinant Scp1, phosphopeptide, malachite green phosphate absorbance; inhibition, % at 20 µM; 0.88% of 340,000 active; AID 493091, 2011;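 active = inhibition above about 50% at 20 µM, limit read from the data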;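 note: plate controls were DMSO wells with enzyme for no effect and wells lacking enzyme for full effect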
Target sequence (Q9GZU7 76-261 limits assumed): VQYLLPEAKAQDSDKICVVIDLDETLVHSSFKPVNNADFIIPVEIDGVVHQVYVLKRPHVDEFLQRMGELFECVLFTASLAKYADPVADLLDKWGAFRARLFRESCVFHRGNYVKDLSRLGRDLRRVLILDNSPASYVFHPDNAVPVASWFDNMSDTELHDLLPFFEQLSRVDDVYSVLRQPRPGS
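Material: truncated SCP-1 phosphatase (76-261aa) / Buffer or medium: 50 mM Tris acetate pH 5.5, 0.005% Tween-20, 10 mM MgCl2 / Compound dosing: one concentration, 20 µM, with 1.0% DMSO / Incubation: 45 min room-temperature reaction, 5 min colour, 30 min stabiliser / Detection: colorimetric free-phosphate detection, absorbance 630 nm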
TbMetRS inhib = T. brucei MetRS inhibitors, primary screen, biochemical, luminescence; methionyl-tRNA synthetase (Trypanosoma brucei brucei); purified T. brucei MetRS, ATP depletion, Kinase-Glo luminescence; inhibition, % at 11.9 µM; 0.4% of 360,000 active;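 active = inhibition above a per-plate cutoff of the control wells' mean inhibition plus 3 SD, cut at about 5.5% in these data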;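 note: 0% = DMSO wells median and 100% = median of wells with control inhibitor compound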
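Measured by: Kinase-Glo luciferase luminescence reporting remaining unconsumed ATP. Material: purified T. brucei MetRS enzyme. Doses: 11.9 µM compound single dose, 0.9% DMSO. Medium: HEPES buffer containing pyrophosphatase, BSA, spermine, DTT. Times: 15 min preincubation, 2 h reaction, all 25 °C. Reagent: methionine, ATP and bulk E. coli tRNA.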
CSN inh = inhibitors of CSN-mediated cullin deneddylation, primary screen, biochemical, fluorescence polarization, uHTS | COP9 signalosome complex subunit 5 (Homo sapiens), Q92905 | Purified CSN, SCF-Nedd8-OG deneddylation | inhibition, % at 12.5 µM | 0.38% of 360,000 active | AID 651999, 2013;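 active = pattern-corrected inhibition above about 35%, with an unprinted fluorescence ratio check between 0.5 and 1.5, limit read from the data, passing the limit was not always enough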;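 note: 0% = enzyme with substrate and 100% = substrate without enzyme; some results filed as inactive read as strong as hits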
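Assay system: Purified human Csn5 enzyme expressed in HEK293T cells | Amount: Enzyme 0.24 nM | Measured by: Fluorescence polarization readout | Medium: Tris/NaCl/DTT buffer, pH 7.5 | Compound dosing: One concentration, 12.5 µM, 0.25% DMSO | Times: 90 min incubation of compound, enzyme and substrate at room temperature | Control set: no-enzyme wells high, enzyme-with-substrate wells low | Read-out: % inhibition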
PABP1 MLLE inh = inhibitors of PABP1 MLLE–PAM2 peptide binding, primary screen, biochemical, fluorescence polarization, FITC-PAM2, GST-MLLE | Polyadenylate-binding protein 1 (Homo sapiens), P11940 | inhibition, % at 20 µM | 0.36% of 360,000 active; in the data active = inhibition above about 35%, passing the limit was not always enough;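 note: plate controls were DMSO wells with GST-MLLE for no effect and wells lacking GST-MLLE protein for full effect; some results filed as inactive read as strong as hits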
LMPTP inh = LMPTP phosphatase inhibitors, primary screen, biochemical, fluorescence intensity, uHTS; recombinant LMPTP-A, OMFP fluorogenic substrate; inhibition, % at 20 µM; 0.22% of 360,000 active;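 active = compounds that cut the enzyme signal by at least half of the control window in the single-dose screen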;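 note: plate controls were DMSO wells with enzyme plus substrate for no effect and substrate without enzyme for full effect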
Target sequence (P24666 whole entry, looked up): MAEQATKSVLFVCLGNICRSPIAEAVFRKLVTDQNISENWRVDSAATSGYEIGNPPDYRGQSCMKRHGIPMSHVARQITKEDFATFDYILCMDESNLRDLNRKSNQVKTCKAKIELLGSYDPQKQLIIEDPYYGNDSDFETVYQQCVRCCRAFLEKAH
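Assay system: LMPTP-A phosphatase enzyme | Input: 0.625 nM enzyme | Also added: Fluorogenic phosphatase substrate OMFP at 400 µM final | Compound dosing: One test concentration per compound, 20 µM, with 3% DMSO overall | Schedule: 50 min enzyme reaction at room temperature, protected from light | Signal: Fluorescence intensity | Benchmarks: no-enzyme and uninhibited controls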
NadD inh = inhibitors of S. aureus NadD, primary screen, biochemical, colorimetric, uHTS; Nicotinate-nucleotide adenylyltransferase NadD (Staphylococcus aureus N315); purified NadD enzyme, colorimetric absorbance read-out; inhibition, % at 20 µM; 0.78% of 360,000 active; in the data active = inhibition above about 26%; note: some compounds past the cut are filed as inactive
SUMO1 PPI mod = modulators of SUMO1 protein-protein interactions, primary screen, biochemical, uHTS | Small ubiquitin-related modifier 1 (Homo sapiens), P63165 | SUMO1 binding to a labelled peptide, TR-FRET, 1 h | inhibition, % at 20 µM | 0.33% of 360,000 active; in the data active = inhibition above about 37%
Target sequence (P63165 whole entry, looked up): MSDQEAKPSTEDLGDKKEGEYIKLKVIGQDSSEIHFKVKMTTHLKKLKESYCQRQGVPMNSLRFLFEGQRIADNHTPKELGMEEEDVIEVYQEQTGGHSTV
STEP inh = STEP phosphatase inhibitors, primary screen, biochemical, fluorescence intensity, uHTS | Tyrosine-protein phosphatase non-receptor type 5 (Homo sapiens), P54829 | 0.25% of 360,000 active | recombinant STEP, OMFP fluorogenic substrate | inhibition, % at 20 µM;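 active = inhibition at 20 µM, scaled per plate between control wells, above about 37%, limit read from the data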;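 note: 0% = DMSO with enzyme and substrate and 100% = substrate only without enzyme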
Target sequence (P54829 whole entry, looked up): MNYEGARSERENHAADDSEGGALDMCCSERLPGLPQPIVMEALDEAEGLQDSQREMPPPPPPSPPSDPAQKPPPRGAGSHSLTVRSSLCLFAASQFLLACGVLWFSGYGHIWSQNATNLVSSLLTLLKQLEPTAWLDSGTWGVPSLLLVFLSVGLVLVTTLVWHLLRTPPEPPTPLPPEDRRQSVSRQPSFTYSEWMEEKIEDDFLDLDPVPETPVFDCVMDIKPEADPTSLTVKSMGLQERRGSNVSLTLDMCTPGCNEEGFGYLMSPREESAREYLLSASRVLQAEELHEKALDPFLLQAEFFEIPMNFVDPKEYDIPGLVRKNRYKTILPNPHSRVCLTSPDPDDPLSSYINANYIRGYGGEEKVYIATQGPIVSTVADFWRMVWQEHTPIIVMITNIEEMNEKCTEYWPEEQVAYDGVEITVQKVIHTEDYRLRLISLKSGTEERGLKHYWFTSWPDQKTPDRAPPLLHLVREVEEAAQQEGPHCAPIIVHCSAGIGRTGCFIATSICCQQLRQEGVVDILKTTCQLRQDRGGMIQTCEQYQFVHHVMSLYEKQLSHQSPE
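Material: STEP (striatal-enriched tyrosine phosphatase) enzyme, cell-free; Compound dosing: 20 µM single dose in 1% DMSO; Technique: fluorescence read at 480 nm ex / 540 nm em; Times: reaction 20 min, ambient temperature; Medium: 50 mM Bis-Tris pH 6.0 with 2.5 mM DTT and 0.005% Tween 20; Also added: OMFP at 25 µM.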
Active calls of the source: *; i = inactive; . = not tested or not shown; + = active, no number.

nr | canonical_smiles | NadD inh | Rpn11 inh | Scp-1 inhibitor | TbMetRS inhib | PABP1 MLLE inh | CSN inh | LMPTP inh | DNMT1 block | STEP inh | SUMO1 PPI mod
1 | COc1ccc(C(CNC(=O)CN2C(=O)NC(C)(c3ccc4ccccc4c3)C2=O)N2CCCC2)cc1 (stereo not drawn) | 2 | i | -2 | 0.1 | -2 | -1 | -0.6 | -1 | -2 | -4
2 | CS(=O)(=O)N(CC(=O)NCCSC1CCCCC1)c1cccc(F)c1 | -5 | i | -4 | -0.7 | 15 | -7 | -1.6 | 1 | -2 | 0
3 | CCO[C@H]1OC(C(=O)Nc2ccccc2)=C[C@@H](c2ccc(C(F)(F)F)cc2)[C@@H]1CCCO | -11 | i | -12 | -0.2 | 12 | 7 | 2.6 | -18 | -1 | 4
4 | Cc1cc(Br)ccc1OCC(=O)NNC(=O)C(=O)Nc1ccccc1 | 1 | i | -2 | -0.3 | 12 | 3 | -0.8 | 0 | 3 | 4
5 | CN(C(=O)COC(=O)C(C)(C)Oc1ccc(Cl)cc1)c1c(N)n(Cc2ccccc2)c(=O)[nH]c1=O | 6 | i | 7 | -0.6 | -11 | 3 | 3.1 | 7 | 1 | 1
6 | Cc1ccccc1OCC(=O)N/N=C/c1ccc([N+](=O)[O-])o1 | 0 | i | 11 | -1.3 | 7 | 10 | 0.0 | 4 | 0 | -15
7 | Cc1cc(C(=O)NN=Cc2ccc(OC(=O)c3ccco3)cc2)c(C)o1 | 3 | i | 2 | 0.2 | -1 | -1 | -0.4 | -6 | 0 | 0
8 | O=C1CCC([N+](=O)[O-])C(c2ccc3c(c2)OCO3)N1 (stereo not drawn) | -1 | i | 2 | 0.1 | 5 | 7 | 0.4 | 1 | -5 | 1
9 | O=C(O)CC1C(=O)NCCN1CCCc1ccccc1 (stereo not drawn) | 4 | i | -9 | -0.1 | 10 | 2 | -0.8 | 0 | 0 | -3
10 | COc1ccccc1-n1c(SCC(=O)NC(C)(C)C)nnc1-c1ccco1 | -10 | i | 0 | -1.8 | 0 | -8 | -0.4 | -6 | -1 | -4
11 | CCCn1c(=O)c2ccccc2n2c(=S)[nH]nc12 | 1 | i | -5 | 0.6 | -31 | 0 | -2.1 | 0 | 2 | 30
12 | NC(=O)C1CCN(c2oc(/C=C/c3ccccc3)nc2S(=O)(=O)c2ccccc2)CC1 | -5 | i | 11 | -0.6 | 6 | -7 | -0.4 | -1 | 0 | -20
13 | CC(CNC(=O)c1ccc(NC2=NC3CS(=O)(=O)CC3S2)cc1)c1ccccc1 (stereo not drawn) | 4 | i | -12 | 0.1 | -109 | 1 | -0.8 | 4 | -2 | -4
14 | Cc1ccc(NS(=O)(=O)c2ccc(OCC(=O)Nc3cccc([N+](=O)[O-])c3)c(C)c2)cc1 | 17 | i | -15 | -0.7 | -2 | 3 | 5.4 | -18 | -4 | -6
15 | CCOc1ccc(S(=O)(=O)N2CCCC(C(=O)NCc3ccccn3)C2)cc1 (stereo not drawn) | -5 | i | -1 | -0.7 | -7 | 0 | 0.1 | 4 | 0 | -1
16 | Cc1cc(-n2c(C)cc(C(=O)CSc3[nH]c(=O)cc(C(F)(F)F)c3C#N)c2C)no1 | 11 | i | 3 | -0.7 | -5 | -8 | -0.1 | -3 | 1 | 3
17 | C[C@@H]1CN([C@@H](C)CO)C(=O)c2cccc(NS(C)(=O)=O)c2O[C@H]1CN(C)CC1CCCCC1 | 1 | i | 0 | -0.2 | 5 | -2 | -1.0 | 3 | -1 | 0
18 | COc1ccc(Cl)cc1S(=O)(=O)N1CCC(C(=O)NC2CCCC2)CC1 | -5 | i | -5 | 0.3 | 13 | 1 | -0.3 | -1 | 0 | -3
19 | CCc1nc2c(OCc3ccccc3)cccn2c1N(C)C(=O)C(C)C | -1 | i | . | -0.2 | 7 | 3 | -0.9 | 3 | -4 | 7
20 | Cc1nc2nc[nH]c2cc1Br | 9 | i | 4 | -0.2 | 1 | 0 | -3.1 | 3 | 6 | -2
21 | CCC(Cc1ccccc1)NC(=O)C1CCN(c2nn3c(=O)cc(C)nc3s2)CC1 (stereo not drawn) | 7 | i | -2 | 0.8 | -10 | 3 | 1.7 | 1 | 2 | 5
22 | Cc1ccc2nc(-c3ccco3)c(Cc3cccc(F)c3)n2c1 | 5 | i | . | 0.2 | 5 | 10 | 1.8 | 1 | 2 | 1
23 | C#Cc1ccc2c(c1)COc1c3ccccc3nn1-2 | 0 | i | -6 | -0.1 | -4 | -2 | 2.0 | -4 | 1 | -28
24 | CC12CC(NC(=O)N1c1cccc(C(=O)N3CCCCC3)c1)c1ccccc1O2 (stereo not drawn) | 2 | i | -2 | 0.2 | -8 | -2 | -1.6 | 0 | -2 | 3
25 | COCCC(=O)N1CCC(Oc2ccc(C(=O)NCCSC)cc2)CC1 | -2 | i | 0 | 4.5 | 3 | 1 | -0.5 | 2 | -1 | 1
26 | Cc1nn(CC(=O)NCCCN2CCCCC2C)c(=O)c2cccn12 (stereo not drawn) | -5 | i | -4 | -0.2 | 16 | 1 | -1.9 | 3 | 0 | 2
27 | O=C(O)c1cc([N+](=O)[O-])ccc1Nc1ccccc1 | 1 | i | -10 | 0.1 | 9 | -2 | 0.1 | 0 | 2 | -22
28 | COc1ccc(C(=O)CC(=O)c2ccccc2O)cc1 | -4 | i | -9 | 1.6 | 1 | 3 | 1.8 | -5 | 3 | -11
29 | Cc1ccc2cc(C(c3nnnn3C3CCCC3)N3CCN(c4ccc(F)cc4)CC3)c(=O)[nH]c2c1 (stereo not drawn) | 8 | i | -4 | 0.3 | 11 | 2 | 0.2 | -8 | 2 | -12
30 | COc1ccc(N(CC(=O)NC(C)(C)C)C(=O)CCC(=O)Nc2nccs2)c(OC)c1 | -8 | i | 1 | -0.2 | 6 | -4 | -0.7 | 1 | -1 | -1

Along the list, from the results shown:
STEP inh for nos. 21 to 29, in order: 2, 2, 1, -2, -1, 0, 2, 3, 2

Later entries.
nr | canonical_smiles | NadD inh | Rpn11 inh | Scp-1 inhibitor | TbMetRS inhib | PABP1 MLLE inh | CSN inh | LMPTP inh | DNMT1 block | STEP inh | SUMO1 PPI mod
31 | CC(=O)N1CCN(Cc2nc3scc(-c4ccccc4)c3c(=O)[nH]2)CC1 | -9 | i | -3 | 0.1 | 5 | 1 | -1.5 | 0 | -2 | 0
32 | Cc1cc(C)cc(NC(=O)COc2coc(CN3CCc4ccccc43)cc2=O)c1 | 18 | i | 10 | 0.1 | -6 | -5 | 0.4 | -1 | 1 | 0
33 | CCOc1ccccc1/C=N/NC(=O)CNC(=O)c1cccs1 | -1 | i | -1 | -0.8 | 8 | -2 | -0.5 | -1 | 2 | 4
34 | COc1ccc(N(C(=O)c2ccncc2)S(=O)(=O)c2ccc(Cl)cc2)cc1 | 1 | i | -4 | -0.9 | -8 | -3 | 0.5 | -2 | 0 | 6
35 | COc1ccc2cc(C(c3nnnn3Cc3ccccc3)N3CCCCCC3)c(=O)[nH]c2c1 (stereo not drawn) | 4 | i | -9 | -1.5 | 9 | 0 | -4.6 | -7 | 2 | -23
36 | Cc1ccn2cc(-c3nonc3C)cc2c1 | 6 | i | 0 | -0.1 | -1 | -7 | 0.5 | -11 | 3 | -19
37 | O=C(CSc1nn(-c2ccccc2)c(=S)s1)NC1CCS(=O)(=O)C1 (stereo not drawn) | -6 | i | -2 | -0.7 | 4 | -3 | -1.9 | 3 | -3 | 0
38 | CN1CCN(/N=C/c2c3ccccc3c(Cl)c3ccccc23)CC1 | -4 | i | -1 | 0.0 | 132 | -19 | -4.3 | 7 | 3 | -28
39 | O=C(NCc1nnc2c(C(F)(F)F)cc(Cl)cn12)c1ccc2c(c1)OCO2 | -1 | i | 1 | 0.2 | -11 | -3 | -0.5 | -5 | -1 | -6
40 | Nc1nccnc1C(=O)OCC(=O)NCCc1ccc(Cl)cc1 | 4 | i | 1 | -0.2 | -20 | 3 | 0.4 | -14 | 3 | -13
41 | O=C(Nc1ccccc1)OCCOc1ccccc1Br | -10 | i | -8 | -0.5 | 14 | -2 | 2.2 | -4 | 0 | 3
42 | CCN(C(=O)COC(=O)c1c(-c2ccccc2)noc1C)C1CCS(=O)(=O)C1 (stereo not drawn) | 1 | i | -2 | -1.3 | 2 | 7 | -0.8 | 0 | -1 | 1
43 | CC(C)(C)OC(=O)C[C@H]1C/C=C\C[C@@H](CC(=O)N(CCO)Cc2ccccc2)C(=O)N[C@@H](Cc2ccccc2)COC1=O | -5 | i | -2 | -0.2 | 6 | 0 | 3.9 | 2 | 2 | 2
44 | CC(Sc1nc2ccccc2s1)C(=O)Nc1nnc(C(C)C)s1 (stereo not drawn) | -3 | i | -12 | 0.1 | -3 | -1 | 0.9 | -2 | 0 | 5
45 | O=C1C(=Cc2cn(-c3ccccc3)nc2-c2ccc(OCc3ccc(Cl)cc3)cc2)SC(=S)N1CCS(=O)(=O)O | 60* | + | . | 1.6 | -4 | 80* | 94* | -181 | 8 | 110*
46 | Clc1ccc(Oc2nc(N3CCOCC3)nc(N3CCOCC3)n2)cc1 | -3 | i | -10 | 0.3 | -1 | -2 | -0.6 | -1 | 3 | 1
47 | COc1ccccc1Cc1c(-c2ccco2)nc2ccc(C)cn12 | 9 | i | . | -1.0 | 8 | 8 | 0.6 | 1 | 2 | 1

Compounds as they come (roughly 3.6% active in at least one column).
